Screening data from PubChem BioAssay.
Large T inhibition – SV40 large T antigen inhibitors, biochemical (AID 1903); inhibition, % at 20 µM; hits with a dose series show IC50 in µM; actives 0.39% (n = 310,000); SV40 large T antigen ATPase/helicase inhibition assay; higher % means a stronger effect; in the data active = a potency from the dose series; inconclusive = inhibition mostly from about 32% at the one dose, without a potency; inactive = the rest, 99 in 100 with inhibition below about 32%; also: strong numbers were not always called active
RSV CPE inhibition – inhibition of RSV-induced cytopathic effect – HEp-2 cells, primary 10 µM value included (AID 2391); HEp-2 cells, RSV-induced CPE inhibition; higher % means a stronger effect; one-dose CPE inhibition, % at 10 µM; IC50 in µM for titrated hits; actives 0.13% (n = 310,000); in the data active = a potency from the dose series; inconclusive = CPE inhibition mostly from about 23% at the one dose, without a potency; inactive = the rest, 99 in 100 with CPE inhibition below about 21%; also: strong numbers were not always called active
XIAP antagonists – XIAP antagonists, biochemical, IAP family, fluorescence polarization (AID 1018); XIAP BIR domain, fluorescence polarization peptide displacement; higher % means a stronger effect; one-dose displacement, % at 20 µM; IC50 in µM for titrated hits; actives 0.007% (n = 200,000); in the data active = displacement above about 50%; also: a part of the inactive calls stands beside numbers as strong as those of hits
LYP inhibition – PTPN22 lymphoid phosphatase activity blockers – biochemical, fluorescence intensity, uHTS (AID 1779). recombinant LYP phosphatase, fluorescence intensity; higher % means a stronger effect. inhibition, % at 11.5 µM; hits with a dose series show IC50 in µM. actives 0.054% (n = 290,000); in the data active = inhibition above about 50%;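 also: plate controls were vehicle with enzyme for no effect and no enzyme for full effect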
Rac1 GTP hydrolysis – MgcRacGAP GTPase-activating activity inhibitors, confirmation, biochemical, ADP Hunter fluorescence; MgcRacGAP-stimulated Rac1 GTP hydrolysis, ADP Hunter fluorescence; higher % means a stronger effect; GST-tagged Rac1 F28L mutant substrate; actives 0.6% (n = 340,000); one-dose inhibition, % at 30 µM; IC50 in µM for titrated hits;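 active = first-screen hits whose inhibition reached a set limit at any dose in the follow-up dose series; inconclusive = inhibition above the set first-screen limit but never retested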;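 also: fluorescence reports GDP produced by GAP-driven GTP hydrolysis; strong numbers were not always called active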
AID2073 – inhibitors of Mint1-CaV2.2 protein interaction, biochemical, HTRF (AID 2073). HTRF protein-protein interaction, Mint1-CaV2.2; higher % means a stronger effect. inhibition, % at 20 µM; hits with a dose series show IC50 in µM. actives 0.19% (n = 290,000); in the data active = inhibition mostly above about 51%, no sharp cut-off; inconclusive = no clear call, values can overlap the other calls; inactive = mostly below about 53%; also: some results filed as inactive read as strong as hits
SIAH1 antagonists – blockers of Siah-1 interaction with plectin peptide – biochemical, fluorescence polarization, rhodamine-plectin, uHTS, primary screen (AID 1817); actives 0.02% (n = 290,000); Siah-1 / rhodamine-plectin peptide fluorescence polarization; higher % means a stronger effect; displacement, % at 20 µM, or IC50 in µM where a hit was titrated;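 active = displacement of at least 50% at 20 µM, with a fluorescence ratio check between 0.3 and a set limit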;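 also: plate controls were Siah plus tracer with DMSO for no effect and tracer alone without Siah for full effect; strong numbers were not always called active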
HIV peptide binding – cell-free HIV fusion peptide-binding blockers – biochemical, uHTS, fluorescence dequenching, primary screen (AID 1986); inhibition, % at 20 µM; hits with a dose series show IC50 in µM; actives 0.3% (n = 290,000); cell-free peptide binding, fluorescence dequenching, 30 min; higher % means a stronger effect; in the data active = inhibition mostly above about 52%, no sharp cut-off; inactive = mostly below about 76%; also: some results filed as inactive read as strong as hits
Dengue-2 NS5 capping – Dengue-2 NS5 methyltransferase inhibitors, primary screen, biochemical, confirmation dose response (AID 588689) | Dengue-2 NS5 methyltransferase capping enzyme assay, biochemical; higher % means a stronger effect | one-dose inhibition, % at 25 µM; IC50 in µM for titrated hits | actives 0.3% (n = 340,000); in the data active = a potency from the dose series; inconclusive = inhibition above about 29% without an active follow-up result
The depositor's hits bear a star; ? = inconclusive; / = not tested or not shown.

Large T inhibition | RSV CPE inhibition | XIAP antagonists | LYP inhibition | Rac1 GTP hydrolysis | AID2073 | SIAH1 antagonists | HIV peptide binding | Dengue-2 NS5 capping | SMILES
11% | -0.1% | -2.4% | -6% | 6% | -2% | -1% | -3.3% | -1% | Cc1ccc(C)c(N2CCN(C(=O)CCCN3C(=S)NC(C)(C)CC3C)CC2)c1 (stereo not drawn)
8% | 1.4% | -0.5% | 3% | -3% | 6% | 1% | -1.2% | -10% | CCOc1ccc(-n2cc(-c3ccccc3)c3c(N4CCOCC4)ncnc32)cc1
19% | 9.6% | -3.7% | -7% | 2% | -4% | 2% | -0.1% | -7% | COc1ccc(CNC(=O)COC(=O)c2n[nH]c3ccccc23)cc1OC
6% | -0.5% | -5.6% | 1% | -2% | -5% | 2% | 2.3% | 6% | CCc1ccccc1N1C(=O)C2CC(C)=C(C)CC2C1=O (stereo not drawn)
12% | 4.3% | 1.1% | 0% | 3% | 5% | 5% | 1.4% | -1% | COC(=O)c1c(NC(=O)/C=C/C(=O)O)sc(C)c1-c1ccc(C)cc1
24% | 0.3% | -4.3% | -2% | 5% | -4% | -3% | -0.3% | -2% | Cc1ccc(S(=O)(=O)N(C)c2ccc(OCC(=O)O)cc2)cc1
8% | 0.2% | -4.1% | -10% | 14% | 25% | -1% | 1.8% | -21% | Cc1cc(NC(=O)c2cc(-c3ccc(Br)cc3)on2)no1
1% | 1.7% | -2.2% | -4% | 2% | -4% | 4% | -2.0% | -6% | CCOC(=O)Cc1csc(NC(=O)CCNS(=O)(=O)c2ccc3c(c2)CCC(=O)N3)n1
2% | 0.1% | -9.0% | -3% | -2% | -6% | 4% | -2.2% | -3% | COCCn1c(C)cc(C(=O)CSc2ncn[nH]2)c1C
26% | 0.1% | / | -4% | 6% | 2% | 8% | -0.7% | 8% | CCOC(=O)COn1c(=O)c(-c2ccc(OC)cc2)[n+]([O-])c2ccccc21
11% | 0.8% | -6.4% | 6% | -8% | 12% | 7% | -3.7% | -3% | CCc1cc2c(=O)c(-c3nc4ccccc4n3C)c(C)oc2c(CN2CCOCC2)c1O
5% | 2.1% | -4.3% | 2% | 7% | 10% | 0% | 3.0% | 3% | Cc1ccc(-c2nn(-c3ccccc3)cc2/C=C(\C#N)c2cccc(C#N)c2)o1
9% | 0.2% | -4.3% | -6% | 6% | -13% | -3% | -0.1% | 9% | O=C(NCC1CCCO1)C1CCN(S(=O)(=O)c2ccccc2)CC1 (stereo not drawn)
-6% | 2.4% | -0.3% | -7% | 10% | 0% | 4% | 14% | -4% | CCOC(=O)c1nnn(CC(=O)Nc2cccc(F)c2)c1C(=O)OCC
-7% | 0.7% | -40% | -8% | -1% | 11% | -4% | 3.8% | -9% | COc1ccccc1Nc1nc2nonc2[nH]c1=O

3 successive compounds out of the list so far, quoted:
Large T inhibition | RSV CPE inhibition | XIAP antagonists | LYP inhibition | Rac1 GTP hydrolysis | AID2073 | SIAH1 antagonists | HIV peptide binding | Dengue-2 NS5 capping | SMILES
11% | -0.1% | -2.4% | -6% | 6% | -2% | -1% | -3.3% | -1% | Cc1ccc(C)c(N2CCN(C(=O)CCCN3C(=S)NC(C)(C)CC3C)CC2)c1 (stereo not drawn)
8% | 1.4% | -0.5% | 3% | -3% | 6% | 1% | -1.2% | -10% | CCOc1ccc(-n2cc(-c3ccccc3)c3c(N4CCOCC4)ncnc32)cc1
19% | 9.6% | -3.7% | -7% | 2% | -4% | 2% | -0.1% | -7% | COc1ccc(CNC(=O)COC(=O)c2n[nH]c3ccccc23)cc1OC

(list continues)
Large T inhibition | RSV CPE inhibition | XIAP antagonists | LYP inhibition | Rac1 GTP hydrolysis | AID2073 | SIAH1 antagonists | HIV peptide binding | Dengue-2 NS5 capping | SMILES
1% | 1.5% | / | -5% | -6% | -1% | 0% | 0.4% | -3% | CCOc1ccccc1/C=N/N1CCN(Cc2ccccc2)CC1
-20% | -0.2% | -0.2% | -3% | 7% | 22% | 0% | -0.9% | -3% | Cc1ccc(NC(=O)c2oc3ccccc3c2NC(=O)c2ccc3c(c2)OCO3)cc1
? | -0.5% | 0.0% | 5% | / | 32% | 74% | 17% | / | COc1cccc2c(SCC(=O)N/N=C/c3ccc(O)c(O)c3)cc(C)nc12
8% | 17% | / | 4% | 16% | 20% | 2% | 0.6% | 5% | CC(=O)C1=NN(c2ccc(Cl)cc2)C(c2ccc3c(c2)OCO3)N(C(C)=O)N1C (stereo not drawn)
1% | 0.1% | -5.3% | -5% | 5% | 20% | -2% | 0.1% | -4% | COc1cc(NC(=O)c2ccccc2F)ccc1NC(=O)c1ccccc1Cl
13% | -0.8% | -4.9% | -2% | -1% | 5% | 2% | -1.6% | -3% | CCCC(CCC(=O)OC)(C(=O)OCC)c1csc(N)n1 (stereo not drawn)
12% | 2.6% | / | -13% | 15% | 19% | 2% | -0.5% | 5% | CCN(CC)c1cc(C)c(C#N)c2nc3ccccc3n12
10% | 1.1% | / | 2% | 3% | -5% | 3% | 1.2% | 4% | C=CCN(C(=O)CCC(=O)Nc1cc(C)on1)C(C(=O)NC1CCCC1)c1ccc(OC)cc1OC (stereo not drawn)
20% | -0.4% | / | / | 5% | / | / | / | 8% | CCCCN(C(=O)Cc1coc2cc(C)c(C)cc12)c1c(N)n(Cc2ccccc2)c(=O)[nH]c1=O
23% | 1.7% | -1.8% | -7% | 10% | 28% | 17% | 2.3% | 4% | Nn1c(Cc2ccc(Br)cc2)n[nH]c1=S
6% | 14% | -0.8% | 0% | 5% | -1% | -2% | 1.1% | -5% | CCOc1c(Cl)cc(/C=N/O)cc1OC
-1% | 1.7% | -6.1% | 0% | -1% | 29% | 2% | -0.4% | -16% | CCOc1ccc(NC(=O)C2CCCN(S(=O)(=O)c3c(C)nn(C)c3C)C2)cc1 (stereo not drawn)
11% | 1.3% | -4.2% | -6% | -2% | 14% | 2% | 1.0% | -6% | Cc1cccc(N2CC3=C(C2=O)C(c2ccccc2)NC(=O)N3C)c1 (stereo not drawn)
2% | -0.2% | -0.4% | -3% | 4% | -4% | 0% | -1.3% | -4% | c1ccc(N=P(N2CCOCC2)(N2CCOCC2)N2CCOCC2)cc1
5% | 2.1% | / | 3% | -2% | 2% | 0% | -0.1% | -2% | CCOC(=O)NNC(=O)CCn1c2c(c3ccccc31)CCCC2
29% | 4.2% | / | -11% | 5% | 2% | 2% | 0.0% | 16% | O=C(NCc1ccccc1)C(=O)NCC1OCCN1S(=O)(=O)c1ccc(Br)cc1 (stereo not drawn)
13% | 0.8% | / | -3% | 1% | 4% | 1% | -0.3% | -3% | CC1(c2ccc(Cl)cc2)NC(=O)N(CN2CCOCC2)C1=O (stereo not drawn)
4% | 0.4% | / | -13% | 3% | 11% | 1% | -0.2% | 5% | COc1ccc(OC)c(C(=O)NC(CC(N)=O)c2ccc(NCc3ccccn3)c([N+](=O)[O-])c2)c1 (stereo not drawn)
3% | 3.7% | -4.9% | -9% | 6% | -4% | -2% | -1.5% | -14% | CCCCn1c(N)c(N(CC)C(=O)c2ccc3c(c2)S(=O)(=O)c2ccccc2C3=O)c(=O)[nH]c1=O
15% | ? | -0.8% | 1% | -2% | -8% | -1% | -6.5% | -3% | Cc1ccc(S(=O)(=O)Nc2ccc3c(c2)ncn3C(C)(C)C)cc1
7% | 0.7% | -0.9% | -10% | 7% | 1% | -2% | -0.2% | 1% | CN1CCN(C(=O)c2ccccc2-c2ccccc2C(=O)O)CC1
-3% | / | -3.4% | -7% | / | 4% | -5% | 3.7% | / | COc1cc2nc(-c3ccccc3)nc(N3CCCC3)c2cc1OC
2% | 0.7% | -8.1% | -8% | 5% | -13% | 6% | 2.7% | -7% | Cc1cc(C)c(S(=O)(=O)c2ccccc2C)c(OCCO)n1
15% | 0.7% | / | -3% | 2% | ? | -4% | -1.3% | -7% | CCN(CC)CCCNC(=O)C(C)n1c2ccccc2c2nc(=O)cc(C)n21 (stereo not drawn)
8% | -1.6% | -3.3% | -7% | / | 67% | 0% | 2.6% | / | COc1ccc(N2CCN(C(=O)Cn3nnc(-c4ccc(N(C)C)cc4)n3)CC2)cc1
14% | 3.3% | -3.6% | -2% | 7% | 15% | -3% | 12% | 5% | O=C(O)CCC(=O)NCc1ccc2[nH]c3c(c2c1)CCCC3
20% | 3.0% | -8.1% | 1% | 10% | 5% | -3% | 0.7% | -2% | Cc1cc(C)c(-c2cc(C)nc3ncnn23)c(C)c1
4% | / | / | -2% | 3% | 2% | -4% | -0.8% | -4% | COC(=O)c1ccc(CN2CCCCC2)cc1
1% | 0.0% | -2.6% | 0% | 3% | -3% | -5% | 1.0% | 4% | CCC(C)N(C(=O)COC(=O)CCc1c[nH]c2ccccc12)C1CCS(=O)(=O)C1 (stereo not drawn)
5% | 0.6% | / | -6% | 4% | -6% | -3% | 1.3% | -5% | CCn1ccnc1CN1CCC(n2nccc2NC(=O)CCc2ccccc2)CC1

3 compounds already listed, sorted by the number in Dengue-2 NS5 capping, descending:
compound	Dengue-2 NS5 capping
O=C(NCc1ccccc1)C(=O)NCC1OCCN1S(=O)(=O)c1ccc(Br)cc1 (stereo not drawn)	16%
Cc1cc(C)c(S(=O)(=O)c2ccccc2C)c(OCCO)n1	-7%
CCCCn1c(N)c(N(CC)C(=O)c2ccc3c(c2)S(=O)(=O)c2ccccc2C3=O)c(=O)[nH]c1=O	-14%

The listing continues.
Large T inhibition | RSV CPE inhibition | XIAP antagonists | LYP inhibition | Rac1 GTP hydrolysis | AID2073 | SIAH1 antagonists | HIV peptide binding | Dengue-2 NS5 capping | SMILES
8% | 5.5% | 3.1% | -3% | 6% | 4% | 19% | 0.2% | -4% | O=C(OCc1ccc(Br)cc1)c1cccc(-c2nnc(-c3ccccc3)o2)c1
8% | 1.3% | -1.6% | -5% | 8% | 10% | 3% | 7.0% | -2% | O=S(=O)(Nc1nc2ccccc2nc1Cl)c1ccccc1
5% | 2.4% | -1.7% | 1% | 13% | -12% | -3% | -0.2% | 12% | Cc1cc(C)n(-c2nc3c(c(=O)[nH]c(=O)n3C)n2Cc2ccccc2)n1
9% | 0.9% | / | -8% | 5% | 11% | -2% | -1.3% | -1% | CCOc1ccc(NC(=O)CCC(=O)NNC(=O)c2ccccc2Cl)cc1
11% | / | -10% | 10% | / | 0% | 17% | 0.4% | / | CCCCNC(=O)C(c1ccc(-c2ccccc2)cc1)N(CCN1CCOCC1)C(=O)CCCCCN1C(=O)NC(c2ccc([N+](=O)[O-])cc2)C(C(=O)OCc2ccccc2)=C1C (stereo not drawn)
5% | 2.5% | -4.0% | 1% | 12% | 1% | -6% | -1.1% | -8% | COC(=O)COc1cc2ccccc2cc1C(=O)Nc1ccccc1
5% | ? | -26% | -1% | 5% | 26% | 11% | -1.2% | -5% | O=C(CNC(=O)c1ccc([N+](=O)[O-])cc1)N/N=C\c1ccc(OC(=O)c2ccccc2)cc1
18% | -1.2% | -5.1% | -3% | 3% | -33% | -2% | -1.2% | -6% | Cc1ccc(C)c(S(=O)(=O)NCCOC(=O)Nc2sc(=S)n(C)c2C)c1
8% | 3.2% | -7.2% | -4% | 7% | -1% | 3% | -1.0% | -7% | Cc1cc(C)nc(NC(=O)CSc2nnnn2-c2ccccc2)n1
8% | 0.8% | -12% | -2% | 7% | 2% | -5% | -2.8% | 3% | CCOC(=O)c1cccc(NC(=O)c2cnccn2)c1
